ROC1-CUL1 inh: human ROC1-CUL1 E3 ligase inhibition; hit rate 0.6% among 140,000; in vitro K48 di-Ub FRET, acceptor:donor ratio, 45 min; P62877+Q13616; inhibition, % at 10 µM; in the data active means inhibition above about 25%
Target sequence (P62877 whole entry, looked up): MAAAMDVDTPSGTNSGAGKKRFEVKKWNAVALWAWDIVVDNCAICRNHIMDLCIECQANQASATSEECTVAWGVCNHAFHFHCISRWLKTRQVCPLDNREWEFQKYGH
Target sequence (Q13616 whole entry, looked up): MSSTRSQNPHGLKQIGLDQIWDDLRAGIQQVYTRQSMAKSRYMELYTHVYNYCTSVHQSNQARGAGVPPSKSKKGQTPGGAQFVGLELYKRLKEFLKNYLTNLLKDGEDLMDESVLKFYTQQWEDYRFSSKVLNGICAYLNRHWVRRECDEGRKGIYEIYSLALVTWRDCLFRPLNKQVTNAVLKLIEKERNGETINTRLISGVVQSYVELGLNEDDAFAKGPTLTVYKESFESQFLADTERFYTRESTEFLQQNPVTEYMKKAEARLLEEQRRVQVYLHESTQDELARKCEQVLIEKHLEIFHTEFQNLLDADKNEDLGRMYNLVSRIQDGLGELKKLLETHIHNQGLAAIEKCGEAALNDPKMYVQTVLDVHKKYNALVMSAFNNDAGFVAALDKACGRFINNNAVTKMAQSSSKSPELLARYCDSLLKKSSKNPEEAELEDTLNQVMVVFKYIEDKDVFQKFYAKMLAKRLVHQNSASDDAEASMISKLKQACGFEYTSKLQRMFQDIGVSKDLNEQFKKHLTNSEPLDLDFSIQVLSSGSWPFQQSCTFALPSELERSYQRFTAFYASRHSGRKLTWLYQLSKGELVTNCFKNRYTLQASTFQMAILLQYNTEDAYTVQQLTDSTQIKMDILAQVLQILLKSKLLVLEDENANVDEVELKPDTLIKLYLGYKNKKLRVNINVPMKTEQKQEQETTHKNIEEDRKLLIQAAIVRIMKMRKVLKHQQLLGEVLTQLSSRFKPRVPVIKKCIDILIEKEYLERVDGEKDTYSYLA
* marks the source's active call; other numbers are inactive results. Not all compounds are listed; rates above refer to the full screens.

SMILES	ROC1-CUL1 inh
COc1ccc(OC)c(NC(=O)c2c(NCc3sccc3C)sc3c2CCCCC3)c1	3
CC1=NN(c2ccccc2)C(=O)C1C=Nc1ccc2nc(C)[nH]c2c1 (stereo not given)	-12
COc1ccc(CN2CCNC(=O)C2CC(=O)NCCc2c[nH]c3ccccc23)c(OC)c1 (stereo not given)	-1
Cc1ccc(OC(C)C(=O)NNC(=O)/C=C/C(=O)O)cc1C (stereo not given)	-10
O=C(Cc1ccccc1)NC(Nc1ccccc1)C(Cl)(Cl)Cl (stereo not given)	5
CCC(=O)NC1(c2nnnn2-c2ccccc2C)CCC(C(C)(C)C)CC1 (stereo not given)	-3
Cc1cccc(N=c2ssc3c2-c2cc(F)ccc2NC3(C)C)c1	-8
O=C(/C=C/c1ccc(Cl)cc1)N1CCN(c2ccc(Cl)c(Cl)c2)CC1	-4
CCCOc1c(OC)cccc1C1C(C(=O)OCC)=C(c2ccccc2)N=c2s/c(=C/c3cccc(Cl)c3Cl)c(=O)n21 (stereo not given)	6
CCCc1c(C(=O)Nc2ccc(C)cc2)nnn1-c1ccccc1	1
CCOC(=O)c1c(-c2ccc(-c3ccccc3)cc2)csc1NC(=O)C1CC1	0
COc1ccc2c(c1)C(N1CCN(C)CC1)Cc1cc(Cl)ccc1S2 (stereo not given)	-12
CCOc1cc(/C=C2\SC(=N)NC2=O)cc(Cl)c1OS(=O)(=O)c1ccc(NC(C)=O)cc1	-3
COc1ccc(-c2csc3ncn(CC(=O)Nc4ccc(Cl)cc4C)c(=O)c23)cc1OC	2
O=C(NC1CC(=O)N(c2cccc(F)c2)C1)c1ccc(S(=O)(=O)N2CCCCC2)cc1 (stereo not given)	-13
Cc1csc(-c2ccccc2)c1C(=O)O	-7
Cn1cnnc1SCCNC1CCN(c2ccc(CC(=O)NCCc3cccc(F)c3)cc2)CC1	-2
O=C(O)C1CC1C(=O)c1ccccc1 (stereo not given)	-3
COCCC(=O)N1CCc2c([nH]c3ccccc23)C1c1cccc(C)n1 (stereo not given)	-7
Cc1ccc(-c2nn(-c3ccccc3)cc2/C=N/NC(=O)COc2ccc([N+](=O)[O-])cc2)cc1	-10

Structures shown so far containing an NH in an aromatic ring, in the order listed:
SMILES	ROC1-CUL1 inh
CC1=NN(c2ccccc2)C(=O)C1C=Nc1ccc2nc(C)[nH]c2c1 (stereo not given)	-12
COc1ccc(CN2CCNC(=O)C2CC(=O)NCCc2c[nH]c3ccccc23)c(OC)c1 (stereo not given)	-1
COCCC(=O)N1CCc2c([nH]c3ccccc23)C1c1cccc(C)n1 (stereo not given)	-7

Carrying on.
SMILES	ROC1-CUL1 inh
COC(=O)C1(C(F)(F)F)N=C2C(C)=CC=CN2C(c2cccc(Cl)c2)=N1 (stereo not given)	0
COC(=O)c1nc2n(n1)C(c1cc(OC)ccc1OC)C(C(=O)Nc1ccc(C)cc1C)C(C)=N2 (stereo not given)	5
CC1CCN(C)CC1C#CC(O)(c1ccccc1)c1ccccc1 (stereo not given)	6
O=C(NC1CCCN(CCc2ccccc2)C1)c1ccc(Cl)cc1F (stereo not given)	3
CCOc1ccccc1-n1nnc(C(=O)Nc2ccc(N3CCN(C)CC3)cc2)c1C	9
CCCCC1(C)OC(=O)C(=Cc2cccc(OCc3ccccc3)c2)C(=O)O1 (stereo not given)	0
CCOC(=O)c1nc(C(=O)OCC)nc(C(=O)OCC)n1	-1
O=C(NCCc1ccccc1)C(=O)Nc1cccc(Br)c1	6
COc1ccc(S(=O)(=O)N(C(=O)c2ccncc2)c2ccc3oc4c(c3c2)CCCC4)cc1	-1
Cc1oc2ccc(O)c(CN3CCCC3)c2c1C(=O)Nc1ccc(C(C)C)cc1	-13
COc1ccccc1C(=O)NCc1ccc(Cl)c(Cl)c1	-2
CCOC(=O)C1CCN(CC(O)COc2cccc(C)c2)CC1 (stereo not given)	-3
Cc1cc(C)cc(Nc2cc(C)nc3nc(-c4ccco4)nn23)c1	1
CC1CCCCN1c1ncnc2c1oc1ccccc12 (stereo not given)	0
COc1ccccc1C(=O)NC1(C(F)(F)F)C(=O)N=C2C1C(=O)NC(=O)N2c1ccccc1 (stereo not given)	1
CCC(NC(=O)c1ccc(OC)c(OC)c1)c1ccccc1 (stereo not given)	1
CCc1cc2c(=O)c(-c3nc4ccccc4n3C)c(C)oc2cc1OC(=O)C(C)(C)C	3
Cc1ccc(Cl)cc1NC(=O)C1CCN(C(=O)c2cnn(-c3ccccc3)c2-n2cccc2)CC1	-5
Cc1cc(-c2ccc(C)c(S(=O)(=O)N(C(C)C)C3CCCCC3)c2)on1	7
COc1cccc2sc(N(Cc3cccnc3)C(=O)C3CCCCC3)nc12	-1
COc1ccc(NC(=O)c2c(-c3ccccc3)noc2C)c(OC)c1	16
Cc1[nH]nc2c1C(c1ccc(OC(C)C)cc1)C(C#N)C(=N)O2 (stereo not given)	0
Cc1cc(C)nc(N=C(N)Nc2cccc(OCc3ccccc3)c2)n1	3
COc1ccccc1NC(=O)C1CC(C(C)C)OC1=O (stereo not given)	2
CN(C)CCN(Cc1ccccc1)S(=O)(=O)c1ccc2[nH]c(=O)ccc2c1	4
Cc1ccc(N2CCN(C(=O)NCc3noc4ccc(C)cc34)CC2)c(C)c1	0
O=C(CCS(=O)(=O)c1cc2c(cc1Cl)NC(=O)CO2)NCc1ccccc1	-2
COc1ccc(C(=O)Nc2ccc(NC(=O)c3ccc(C(C)(C)C)cc3)cc2)cc1Br	-5
Cc1oc(-c2ccc(C(F)(F)F)cc2)nc1CN1CCOCC1	3
Cc1cccc2c(NCc3ccccc3F)nc(CNC(=O)CN3CC(c4ccccc4)CC3=O)nc12 (stereo not given)	-1
Cc1nc(-c2ccc(F)cc2)sc1CCNC(=O)c1ccc(C(C)(C)C)cc1	-2
CSc1ccc(/C=C2/SC(=O)N(CNc3ccccc3)C2=O)cc1	1
Cc1ccccc1NC(=O)CN1C(=O)S/C(=C\c2ccc(-c3cc(C(=O)O)ccc3Cl)o2)C1=O	28*
Cn1ncnc1C(=O)c1ccc(Cl)cc1	5
C=CCn1c(=O)c2c(nc3n(CCN4CCOCC4)c(C)c(C)n23)n(C)c1=O	4
Nc1nc(Nc2ccccc2)sc1C(=O)c1ccc(Br)s1	5
c1ccc2[nH]c(CCC3CCCCC3)nc2c1	12
CN(C)c1ccc(C(CNC(=O)c2c(F)cccc2Cl)N2CCOCC2)cc1 (stereo not given)	-3
O=C1CCCN1CC1CCN(C(=O)c2ccc(NC3CCSC3)nc2)CC1 (stereo not given)	4
CC(C)(C)c1ccc(C(=O)Nc2onc3c2CCCC3)cc1	4
O=C(OC(c1ccc2c(c1)OCO2)c1nccc2ccccc12)c1ccco1 (stereo not given)	-4
COc1cccc(CN2CCCC(CCC(=O)N3CCN(Cc4ccccc4)CC3)C2)c1O (stereo not given)	0
Cc1ccc(S(=O)(=O)N2CCSC2c2ccc(Cl)cc2Cl)cc1 (stereo not given)	0
Cc1ccc(Cl)cc1N1CCN(C(=O)CCNS(=O)(=O)c2ccc3c(c2)CCN3C(=O)C2CC2)CC1	-4
Fc1ccc2[nH]cc(-c3nnnn3-c3ccccc3)c2c1	-6
Cc1nc2ccccc2n(Cc2ccccc2)c1=O	-9
O=C(NCc1cccs1)c1ccc(Cn2c(SCc3ccccc3)nc3cccnc32)cc1	-5
Cc1ccc(NC(=O)C(=O)NC(=O)c2n[nH]c3c2CCCC3)cc1	2
COC(=O)c1scc(-c2ccc(C)cc2)c1S(=O)(=O)N1CCN(c2ccc(F)cc2)CC1	-8
Cc1ccc(OC(=O)C(C)Oc2ccc(Br)cc2Br)cc1 (stereo not given)	4
Cc1ccccc1OCc1nc2ccccc2c(=O)n1N	1
Cc1c(C(=O)NCc2cccc(Br)c2)oc2ccc3c(c12)C(=O)CC(C)(C)O3	-7
COc1cccc(CNC(=O)c2ccc(CS(=O)Cc3ccc(Cl)cc3)o2)c1 (stereo not given)	-9
CCOC(=O)N1CCc2c(sc3[nH]c(=S)n(N)c(=O)c23)C1	1
COc1cc(Cl)c(C)cc1NC(=O)Cn1ncc2c(=O)oc3ccccc3c21	-13
CCCOc1ccc(CN2C(=O)NC(=O)/C(=C\c3cc(Br)c(OCC(=O)O)c(OC)c3)C2=O)cc1OC	-4
O=C(Nc1ccc(Br)cc1)c1cc2n(n1)C(C(F)(F)F)CC(c1ccc(Br)cc1)N2 (stereo not given)	-3
CCOc1ccccc1NC(=O)c1c(NC(=O)c2ccncc2)sc2c1CCC(C(C)(C)C)C2 (stereo not given)	4
CCCCOc1ccc(-c2cc(C(=O)N3N=C(C)CC3(O)C(F)F)c3ccccc3n2)cc1 (stereo not given)	8
CCCNC(=O)C1CCN(S(=O)(=O)CC)CC1	-7

In a second layout: 2 of the compounds above
Molecule | ROC1-CUL1 inh
Cc1c(C(=O)NCc2cccc(Br)c2)oc2ccc3c(c12)C(=O)CC(C)(C)O3 | -7
COc1cccc(CNC(=O)c2ccc(CS(=O)Cc3ccc(Cl)cc3)o2)c1 (stereo not given) | -9

New compounds follow.
SMILES	ROC1-CUL1 inh
CCN(CC)c1ccc(/C=N\n2c(C)cc(C)c(C#N)c2=O)cc1	-11
COc1cccc(C(=O)NCc2cccnc2)c1OC	-6
CC1CCCCN1C(=O)CSc1nnc(Cc2cccs2)n1-c1ccccc1 (stereo not given)	-4
Cc1ncc(CN2CCCC(Nc3ccc4c(c3)OCCO4)C2)s1 (stereo not given)	1
CC(C)(C)c1cc(C2=CCCCC2)c(C(C)(C)C)s1	6
O=C(CCSc1ccc(Cl)cc1)NCCSCc1ccc(Cl)cc1Cl	-6
C/C=C(\C)C(=O)NCC1Cc2cc(-c3ccc(C(C)=O)s3)cc(Cl)c2O1 (stereo not given)	-9
O=S(=O)(NCc1ccncc1)c1ccc(Cl)cc1	-1
CC1N=C2C=CC=CN2C(=O)C1=NC(=O)c1cccc(F)c1 (stereo not given)	-6
CCc1cccc(CC)c1NC1NS(=O)(=O)C2CCCCC12 (stereo not given)	7
c1ccc(-c2nn3c(-c4ccncc4)nnc3s2)nc1	2
COc1ccc(CNC(=O)c2cc3cc4ccc(C)cc4nc3o2)cc1	2
COc1ccc(Cl)cc1CSc1n[nH]c(C)n1	6
CC(C)NC(=O)CCC(=O)N1Cc2ccccc2Oc2ncccc21	-7
Cc1ccc(CNC(=O)c2ccc(CN3CCCCC3)cc2)cc1	2
C=CCCC(=O)NCc1cc(NS(=O)(=O)c2cccc(C(F)(F)F)c2)cc(C(=O)OC)c1	7
COC(=O)C1C(C)=NC2=C(C(=O)CC(C)(C)C2)C1c1ccc(C(C)(C)C)cc1 (stereo not given)	0
O=C(c1ccc(NCCC2CCCC2)nc1)N1CCCN(c2ncccn2)CC1	4
COc1ccc(CN2CCN(Cc3ccncc3)CC2CCO)c(F)c1 (stereo not given)	5
CC1CCCCN1C(=O)CSc1n[nH]c(-c2ccccc2)n1 (stereo not given)	5
COc1cccc(CCC2CCCN(C(=O)CSC)C2)c1 (stereo not given)	9
Cc1ccc(CNc2oc(COc3ccc(Br)cc3)nc2C#N)cc1	4
COc1ccc(-c2cn3nc(N4CCC(C(=O)Nc5ccc(C)cc5)CC4)sc3n2)cc1	2
O=C(N/N=C\c1ccc(O)cc1O)C(O)(c1ccccc1)c1ccccc1	-2
CC(C)Oc1ccccc1NC(=O)c1ccco1	-3
CCN(CC)CCCn1c(-c2ccc(Cl)cc2)cn2c3ccccc3nc12	-3
CCC(CO)NCc1cc(I)c(OCc2ccccc2)c(OC)c1 (stereo not given)	1
Cc1ccc2oc(=O)n(CCNC(=O)Nc3ccc(Cl)cc3)c2c1	4
c1ccc(-c2ccc(-c3ccc(-c4ccc(-c5ccccc5)s4)cc3)s2)cc1	-3
C=CCNC(=S)Nc1cc(C)nn1-c1ccccc1	-1
COc1ccc2c(c1)c1c(c(=O)n(-c3ccc(F)c(Cl)c3)c(=O)n1CC(=O)N1CCCC1)n2C	-10
Cc1ccc(-n2nnc(C(=O)N(C)C3CCS(=O)(=O)C3)c2C)cc1 (stereo not given)	2
Cn1c(C(O)c2ccccc2F)nc(Cl)c1Cl (stereo not given)	6
COc1cccc(CNCCCc2cccnc2)c1OCC(O)CN1CCOCC1 (stereo not given)	5
CCNC(=S)NNC(=O)c1csc(C)c1-c1ccccc1	-2
Cn1nc(S(N)(=O)=O)sc1=NC(=O)c1cccnc1	3
Cc1ccc(C2C(C(=O)c3ccc(OCc4ccccc4)c(C)c3)C(=O)C(=O)N2CCN(C)C)cc1 (stereo not given)	72*
c1ccc(-n2nnnc2SC2c3ccccc3-c3ccccc32)cc1	5
O=C(N/N=C\c1cccc(OCc2ccccc2)c1)c1n[nH]c2c1CCCC2	7

Arranged by length of the SMILES (rising): part of the list above.
SMILES	ROC1-CUL1 inh
CC(C)Oc1ccccc1NC(=O)c1ccco1	-3
Cn1c(C(O)c2ccccc2F)nc(Cl)c1Cl (stereo not given)	6
C=CCNC(=S)Nc1cc(C)nn1-c1ccccc1	-1
COc1cccc(CCC2CCCN(C(=O)CSC)C2)c1 (stereo not given)	9
CCNC(=S)NNC(=O)c1csc(C)c1-c1ccccc1	-2
Cn1nc(S(N)(=O)=O)sc1=NC(=O)c1cccnc1	3
CCC(CO)NCc1cc(I)c(OCc2ccccc2)c(OC)c1 (stereo not given)	1
CC1CCCCN1C(=O)CSc1n[nH]c(-c2ccccc2)n1 (stereo not given)	5
COc1ccc(CN2CCN(Cc3ccncc3)CC2CCO)c(F)c1 (stereo not given)	5
COc1cccc(CNCCCc2cccnc2)c1OCC(O)CN1CCOCC1 (stereo not given)	5
Cc1ccc2oc(=O)n(CCNC(=O)Nc3ccc(Cl)cc3)c2c1	4
CCN(CC)CCCn1c(-c2ccc(Cl)cc2)cn2c3ccccc3nc12	-3
O=C(c1ccc(NCCC2CCCC2)nc1)N1CCCN(c2ncccn2)CC1	4
O=C(N/N=C\c1ccc(O)cc1O)C(O)(c1ccccc1)c1ccccc1	-2
O=C(N/N=C\c1cccc(OCc2ccccc2)c1)c1n[nH]c2c1CCCC2	7
c1ccc(-c2ccc(-c3ccc(-c4ccc(-c5ccccc5)s4)cc3)s2)cc1	-3
COc1ccc(-c2cn3nc(N4CCC(C(=O)Nc5ccc(C)cc5)CC4)sc3n2)cc1	2
COC(=O)C1C(C)=NC2=C(C(=O)CC(C)(C)C2)C1c1ccc(C(C)(C)C)cc1 (stereo not given)	0
C=CCCC(=O)NCc1cc(NS(=O)(=O)c2cccc(C(F)(F)F)c2)cc(C(=O)OC)c1	7
Cc1ccc(C2C(C(=O)c3ccc(OCc4ccccc4)c(C)c3)C(=O)C(=O)N2CCN(C)C)cc1 (stereo not given)	72*
COc1ccc2c(c1)c1c(c(=O)n(-c3ccc(F)c(Cl)c3)c(=O)n1CC(=O)N1CCCC1)n2C	-10

High-throughput results deposited in PubChem by Icahn School of Medicine at Mount Sinai.
